# Screens from PubChem BioAssay.
# NR5A2 inv ag: inverse agonists of human LRH-1 (NR5A2). AID 602396. inhibition, % at 3.6 µM. O00482. 0.13% of 360,000 active. HEK293T StAR-luciferase reporter, LRH-1 transfected, 24 h;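 active means inhibition above the mean inhibition of all tested compounds plus 3 SD, cut at about 73% in these data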;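 further: 0% = DMSO wells and 100% = reporter-only cells lacking LRH-1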
# TROY NFkB inh: TROY signaling inhibition; Q293 LMP1-TROYcd NF-kB luciferase reporter, 4 h; inhibition, % at 10 µM; 0.98% of 360,000 active; AID 1347056;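 active means compounds whose plate-normalised and pattern-corrected inhibition of the luciferase reporter signal at the single screening dose is 50% or more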
# KKLEB cytotox: counter-screen for CF NF-kB inhibitors: cytotoxicity; KKLEB CF airway cells viability, ATPlite luminescence, overnight; active compounds read low; cells stimulated with P. aeruginosa culture filtrate; 0.36% of 360,000 active; activity change (cytotoxicity), % at 5 µM;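 active means corrected activity change at or below -50% at 5 µM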
# C8 TRAIL sens: caspase-8 TRAIL sensitization; NB7+C8 cells + TRAIL, ATPlite viability luminescence; inhibition (viability loss, TRAIL sensitization), % at 10 µM; 1% of 360,000 active; AID 624354;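 active means compounds causing at least 50% loss of cell viability in the single-dose screen, relative to plate controls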
# Shn3 3UTR inh: reduces Shn3 3'UTR luciferase signal in osteoblasts | Clone20 osteoblast Shn3 3'UTR firefly luciferase, 24 h | AID 588674 | inhibition, % at 12.5 µM | 0.52% of 360,000 active;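 active means mean inhibition of at least 75% with every replicate also reaching 75%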;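 further: 0% = median of neutral control wells and 100% = pilot-screen positive control compound; some compounds past the cut are filed as inactive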
# COUP-TFII inh: blocks human COUP-TFII nuclear receptor. HEK293T NGFI-A luciferase reporter, luminescence. inhibition, % at 8.6 µM. P24468. 0.7% of 370,000 active;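 active means inhibition above a per-plate cutoff, mean inhibition of test wells between control levels plus 3 SD, cut at about 38% in these data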;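 further: cells cotransfected with COUP-TFII expression vector driving the NGFI-A reporter; 0% = median of COUP-TF2 test wells and 100% = reporter-only cells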
# TWEAK-Fn14 inh: inhibitors of TWEAK-Fn14 interaction signaling | 2% of 360,000 active | TWEAK-stimulated Fn14 reporter cells, luciferase luminescence, 8 h | inhibition, % at 10 µM; in the data active means inhibition above about 50%
# CF NFkB block: inhibitors of cystic fibrosis induced NF-kB. KKLEB NF-kB-GFP reporter, PAF-induced, GFP fluorescence overnight. inhibition, % at 5 µM. 0.86% of 360,000 active;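 active means at least 50% inhibition at 5 µM, scaled per plate between neutral and stimulator controls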;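 further: PAF is a Pseudomonas aeruginosa culture filtrate used as stimulus; plate controls were PAF-stimulated DMSO wells for no effect and unstimulated DMSO wells for full effect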
# SRC3 inh: inhibitors of human steroid receptor coactivator 3 (SRC3). HEK293 GAL4-SRC3 luciferase reporter, luminescence. inhibition, % at 3.6 µM. 0.17% of 360,000 active. AID 588352;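 active means inhibition above a per-campaign cutoff, the mean of all compounds plus 3 SD, cut at about 60% in these data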;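 further: 0% = DMSO-treated cells and 100% = gossypol-treated cells at 36 µM; higher means less SRC3-driven luciferase light from the GAL4 reporter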
# Target sequence (Q9Y6Q9 whole entry, looked up, the tested form may be a part): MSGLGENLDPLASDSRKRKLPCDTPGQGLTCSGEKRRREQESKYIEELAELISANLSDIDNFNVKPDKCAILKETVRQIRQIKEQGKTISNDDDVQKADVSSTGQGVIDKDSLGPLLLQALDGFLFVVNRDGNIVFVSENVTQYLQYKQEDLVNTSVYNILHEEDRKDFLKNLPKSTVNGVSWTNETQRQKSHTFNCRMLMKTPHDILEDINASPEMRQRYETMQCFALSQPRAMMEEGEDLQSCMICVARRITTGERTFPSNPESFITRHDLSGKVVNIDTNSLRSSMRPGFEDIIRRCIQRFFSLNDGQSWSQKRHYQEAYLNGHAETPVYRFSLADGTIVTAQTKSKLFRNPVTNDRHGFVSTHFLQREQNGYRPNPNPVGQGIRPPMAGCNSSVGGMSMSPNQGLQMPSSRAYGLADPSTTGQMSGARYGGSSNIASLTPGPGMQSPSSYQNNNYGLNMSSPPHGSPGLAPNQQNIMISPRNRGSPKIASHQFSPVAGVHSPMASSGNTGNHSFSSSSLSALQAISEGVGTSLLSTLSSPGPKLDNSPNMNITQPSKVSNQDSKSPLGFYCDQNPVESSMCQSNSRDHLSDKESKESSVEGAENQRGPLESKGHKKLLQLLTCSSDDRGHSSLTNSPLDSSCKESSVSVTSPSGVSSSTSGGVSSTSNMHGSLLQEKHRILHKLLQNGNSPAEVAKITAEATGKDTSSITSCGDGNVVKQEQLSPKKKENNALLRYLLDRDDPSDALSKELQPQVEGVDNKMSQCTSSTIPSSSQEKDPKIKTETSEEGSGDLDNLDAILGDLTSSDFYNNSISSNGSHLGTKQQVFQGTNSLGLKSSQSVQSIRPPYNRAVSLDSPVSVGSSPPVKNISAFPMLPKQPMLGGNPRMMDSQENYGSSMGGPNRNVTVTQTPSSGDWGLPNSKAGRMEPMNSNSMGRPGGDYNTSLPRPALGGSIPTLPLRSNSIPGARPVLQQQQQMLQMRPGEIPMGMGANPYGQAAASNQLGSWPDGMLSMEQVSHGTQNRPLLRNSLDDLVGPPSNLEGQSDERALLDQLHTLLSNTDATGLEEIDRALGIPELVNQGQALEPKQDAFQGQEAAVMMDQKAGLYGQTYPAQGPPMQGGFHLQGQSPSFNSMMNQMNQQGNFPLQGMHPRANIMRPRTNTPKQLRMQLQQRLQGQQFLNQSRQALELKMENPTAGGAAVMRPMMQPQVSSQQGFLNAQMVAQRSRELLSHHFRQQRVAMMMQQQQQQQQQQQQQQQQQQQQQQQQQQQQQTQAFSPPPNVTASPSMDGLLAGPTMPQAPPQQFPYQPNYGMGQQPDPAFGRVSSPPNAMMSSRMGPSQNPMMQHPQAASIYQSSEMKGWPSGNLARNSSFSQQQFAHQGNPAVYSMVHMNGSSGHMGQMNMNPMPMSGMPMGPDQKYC
# EBV LMP1 NFkB: Epstein-Barr LMP1 NF-kappaB reporter inhibition. LMP1-induced NF-kappaB luciferase reporter cells, luminescence. inhibition, % at 12.5 µM. 0.69% of 350,000 active. AID 504558; in the data active means inhibition above about 41%;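 further: 0% = neutral control wells and 100% = reference inhibitor control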
# SRC1 inh: inhibits human SRC1 coactivator; Q15788; HEK293 GAL4-SRC1 luciferase reporter, luminescence; inhibition, % at 3.6 µM; 0.12% of 360,000 active;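 active means inhibition above the campaign mean plus 3 SD, with each screening campaign given its own cutoff, cut at about 60% in these data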;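 further: 0% = DMSO treated cells and 100% = gossypol at 36 µM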
# Active calls of the source: *; · = no result given; & = joins results of further samples.
SMILES,NR5A2 inv ag,TROY NFkB inh,KKLEB cytotox,C8 TRAIL sens,Shn3 3UTR inh,COUP-TFII inh,TWEAK-Fn14 inh,CF NFkB block,SRC3 inh,EBV LMP1 NFkB,SRC1 inh
N#C/C(=C/C1=C(N2CCOCC2)C(=C/c2ccc(Cl)cc2)/CC1)C(=O)Nc1ccccc1F,-8.0,7.6,-31.5,19.9,0.5,3.9,-2.0,28.1,-4.1,17.8,1.0
Cc1c(/C(Cc2ccccc2)=N/O)c2ccccc2n1C,11.6,19.8,-0.5,-26.5,-14.2,-5.6,14.9,-5.4,0.3,5.8,14.9
CCCSc1nc(N2CCOCC2)c2c(c1C#N)CCCC2,5.6,4.5,-4.4,-0.5,19.0,6.6,9.1,20.7,9.0,-7.3,6.1
OCC[C@H]1C[C@@H](O)[C@H](O)[C@@]2(OCCc3ccccc32)O1,7.1,-4.4,11.7,2.9,-5.4,0.2,5.5,-10.8,5.0,-1.1,11.8
COCCNC(=S)N/N=C(\C)c1ccc(OC(F)F)cc1,13.3,9.0,0.3,2.7,-9.5,22.1,-3.2,-27.6,23.4,-9.5,1.5
COc1ccc(OC)c(-c2csc(NC(=O)C3CSC4(C)CCC(=O)N34)n2)c1 (stereo not drawn),32.8,-3.7,-19.4,-4.3,0.3,12.1,-5.7,19.3,18.0,-4.9,-4.5
O=C(Nc1ccc(Br)cc1)c1ccc2ncsc2c1,-201.4,-40.6,5.9,0.9,-98.3,-42.7,5.7,-4.5,-90.9,-10.2,-74.9
CC1(Cc2ccccc2C#N)C(=O)Nc2ccc(-c3ccc4[nH]ccc4c3)cc21 (stereo not drawn),29.9,24.8,-18.8,3.4,27.3,·,33.3,-29.3,2.6,·,-6.2
O=C1CC(C(=O)N2CCCc3ccccc32)CN1c1ccc(F)cc1 (stereo not drawn),-0.1,49.1,16.5,-15.3,-15.2,-16.7,60.8*,-5.6,-17.9,-4.1,10.1
COCCn1c(=N)c(C(=O)NCCc2ccc(OC)cc2)cc2c(=O)n3cccc(C)c3nc21,-1.7,-1.5,-2.6,9.0,-2.1,-3.7,-16.0,-6.3,8.3,-6.6,10.4
O=C(CC(CC(=O)c1ccccc1)c1ccco1)c1ccccc1,-25.1,-41.7,-9.3,6.7,1.8,-7.5,8.8,2.3,-42.0,-17.7,-25.8
CSc1nc2ccccc2n1CC(=O)Nc1ccccc1,-17.2,-4.5,1.4,-6.5,16.6,-0.5,-2.9,4.5,5.9,-2.3,17.7
Cc1ccc(-n2nc(-c3ccco3)cc2C(=O)O)cc1,-6.2,-9.2,-10.5,6.1,-24.6,6.0,6.0,5.1,-3.4,-10.3,-8.9
COC(=O)CC1C(=O)NCCN1C(=S)Nc1cccc(C)c1 (stereo not drawn),0.5,-36.2,5.5,5.4,19.5,1.6,-12.0,13.2,-3.8,0.6,-11.8
NC(=O)[C@@H]1CC2(CC(c3cccc(NC(=O)COc4ccc(Cl)cc4)c3)=NO2)CN1C(=O)c1ccccc1 (stereo partly drawn),-7.1,-13.0,0.2,10.7,0.6,-13.3,-5.4,-2.5,11.5,-3.2,-10.5
CN1CCN(Cc2nc3ccccc3n2C)CC1CCO (stereo not drawn),5.0,16.8,1.8,7.5,2.8,-21.3,-22.4,11.9,1.0,3.9,-22.2
COc1ccc(/C=N/NC(=O)c2cccc(C(=O)N/N=C/c3ccc(OC)cc3)n2)cc1,-2.5,-23.4,-14.8,31.4,-68.2,1.9,-63.7,12.6,3.0,8.9,13.2
CC1C2C(C)N(C)C(=O)N(C)C2N(C)C(=O)N1C (stereo not drawn),-0.6,8.7,-8.0,-2.2,-7.8,3.9,-13.8,-5.3,-15.8,0.3,-1.4
CC(=O)Nc1cccc(NC(=O)CCc2ccccc2)c1,-20.1,-42.7,5.8,0.3,7.4,-7.8,5.1,3.6,11.9,5.0,-3.5
C[C@@H]1CCCCO[C@H](CN(C)C(=O)Cc2ccccc2)[C@@H](C)CN([C@H](C)CO)C(=O)c2cc(NC(=O)Nc3ccccc3)ccc2O1,16.3,4.5,15.6,-5.3,16.5,2.7,4.5,8.0,-19.9,8.2,1.5
CC(=O)Nc1c(N)c2ccccc2oc1=O,15.0,-2.9,-33.6,4.9,8.0,-2.3,0.8,8.8,18.5,-0.8,-5.2
COCCn1c(SCC(=O)N2CCOCC2)nnc1-c1ccncc1,-8.9,-2.4,-26.5,1.7,-5.6,20.0,-10.1,14.2,5.3,0.3,5.7
CCCOC(=O)c1ccc(NC(=O)CSC2=Nc3ccccc3C3CC=NN23)cc1 (stereo not drawn),4.3,-4.1,2.0,6.4,2.5,-8.6,12.5,-22.0,5.2,12.5,-19.3
O=C1NC(c2ccccc2)=C(c2nc3ccccc3s2)C(c2ccccc2)N1 (stereo not drawn),2.7,19.1,-22.2,-0.7,15.7,-6.3,31.4,10.3,-10.6,-1.4,10.4
COc1ccc(C(CNC(=O)Cn2c(=O)oc3ccccc32)N(C)C)cc1 (stereo not drawn),14.4,-10.5,5.6,7.1,-17.2,-3.1,0.2,-12.9,-8.5,0.8,-4.6
Cc1cccc(N2CC(C(=O)OCc3ccc([N+](=O)[O-])cc3)CC2=O)c1 (stereo not drawn),15.7,5.9,4.6,11.2,-10.8,16.4,1.1,4.2,-1.3,5.6,-18.7
COc1nnc(-c2ccc(C)c(S(=O)(=O)N(C)C)c2)c2ccccc12,5.8,-4.7,6.2,-6.6,7.8,11.1,-3.7,3.7,4.3,-26.4,-1.5
Cc1cccc(/C=N/NC(=O)Cn2nnnc2N)n1,10.5,-5.6,10.5,-5.3,-2.1,11.0,11.0,-1.9,8.8,3.1,-26.4
COCCNC(=O)c1c[nH]c2ccc(S(=O)(=O)Nc3ccc(F)cc3F)cc2c1=O,14.7,-7.1,12.5,-7.1,24.2,-12.8,-8.4,2.4,22.7,10.6,1.2
O=C(Nc1cccc(S(=O)(=O)NC2=NCCCCC2)c1)c1cc(-c2ccco2)nc2ccccc12,5.4,1.5,15.1,2.1,-12.8,6.1,7.3,-14.6,11.5,6.0,-12.6
CC(=O)Nc1ccc(Nc2nc(C)cc(C)n2)cc1,-19.5,-7.6,-6.1,17.3,-2.4,-11.2,-5.2,-8.1,-8.7,2.9,-21.5
COc1ccc(C(C(=O)NC2CCCC2)N(C(=O)c2ccco2)c2ccc3c(c2)OCO3)cc1OC (stereo not drawn),-5.6,6.0,10.9,-10.0,4.3,-6.2,-11.3,-19.7,9.1,1.2,-3.2
Cc1ccc(-n2[nH]c(C)c(/C=N/c3cccc(C)n3)c2=O)cc1,5.6,-25.7,14.6,7.7,-27.5,1.9,-11.7,-20.2,-1.6,-6.9,-20.0
Clc1ccc2nsnc2c1NC1=NCCN1,-16.9&-13.5,-6.8&12.4,7.9&-30.2,-1.6&-9.0,-14.7&13.1,14.2&12.5,7.1&5.0,-9.2&-5.8,-5.6&14.1,4.2&0.0,-9.2&18.4
N#Cc1c2c(c(Nc3ccc(F)cc3)n3c1nc1ccccc13)CCCC2,-5.9,2.9,2.2,7.7,-4.0,-1.3,25.0,-13.6,-2.9,-0.2,17.2
Cc1cc(OCC(=O)NC2CCN(Cc3ccccc3)CC2)c2c(C)cc(=O)oc2c1,25.3,14.3,-13.1,-7.4,6.3,-0.3,-16.6,-19.0,5.5,-4.7,-14.2
CC1CCc2sc(C(=O)Nc3nnc(SCc4ccc(F)cc4)s3)cc2C1 (stereo not drawn),4.5,-6.2,2.5,8.8,19.6,0.6,-1.3,-6.0,-2.5,-3.5,-25.2
N#Cc1cc2c(nc1SCc1cccc(Cl)c1)CCCCC2,10.4,8.4,-8.5,3.4,·,-0.9,25.4,16.9,17.9,7.7,2.7
CCC(C)(C)n1nnnc1C(c1cccs1)N1CCCCC1 (stereo not drawn),11.9,7.7,1.3,1.9,-7.9,-14.3,0.8,15.8,7.7,-4.6,-4.6
O=C(Nc1cc(C(F)(F)F)ccc1Cl)c1cccc(N2C(=O)CCC2=O)c1,-13.2,-2.2,4.1,-6.4,-21.5,16.4,4.7,-1.5,2.4,3.9,12.8

# Compound profiles (already shown). Order of values: NR5A2 inv ag | TROY NFkB inh | KKLEB cytotox | C8 TRAIL sens | Shn3 3UTR inh | COUP-TFII inh | TWEAK-Fn14 inh | CF NFkB block | SRC3 inh | EBV LMP1 NFkB | SRC1 inh
# `CN1CCN(Cc2nc3ccccc3n2C)CC1CCO` (stereo not drawn) across the screens: 5.0 | 16.8 | 1.8 | 7.5 | 2.8 | -21.3 | -22.4 | 11.9 | 1.0 | 3.9 | -22.2
# `Clc1ccc2nsnc2c1NC1=NCCN1` across the screens: -16.9&-13.5 | -6.8&12.4 | 7.9&-30.2 | -1.6&-9.0 | -14.7&13.1 | 14.2&12.5 | 7.1&5.0 | -9.2&-5.8 | -5.6&14.1 | 4.2&0.0 | -9.2&18.4

# Further structures follow:
SMILES,NR5A2 inv ag,TROY NFkB inh,KKLEB cytotox,C8 TRAIL sens,Shn3 3UTR inh,COUP-TFII inh,TWEAK-Fn14 inh,CF NFkB block,SRC3 inh,EBV LMP1 NFkB,SRC1 inh
CC(C)(C)OC(=O)CNC(=O)c1[nH]cnc1C(=O)NC1CCNCC1,7.2,-3.3,5.3,4.3,4.8,-2.5,11.1,-4.6,2.8,-4.9,-3.9
O=C(c1cccc(S(=O)(=O)Nc2cccc(C(F)(F)F)c2)c1)N1CCOCC1,9.3,-12.0,-5.9,14.7,13.3,5.3,8.1,-11.0,18.1,-6.7,7.1
COc1cccc(CSc2ccc(S(=O)(=O)N3CCOCC3)cc2C(=O)NCC2CCCO2)c1OC (stereo not drawn),-4.3,-21.4,4.3,1.7,-11.3,12.9,-34.8,-20.2,-0.6,3.5,-16.1
C#CC(C)OCC1CNC(=S)O1 (stereo not drawn),-15.8,-7.0,1.4,9.6,-6.5,-8.1,-5.5,3.9,2.0,-2.2,-0.4
Cn1nc(C(F)(F)F)c(/C=N/OC(=O)c2ccccc2)c1Sc1ccc(Cl)cc1,8.3,13.8,-7.3,1.7,1.9,13.4,2.8,30.6,25.3,1.0,-12.2
CCNc1ccc(N=Nc2c(C)n(C)n(-c3ccccc3)c2=O)cc1,-13.7,-7.3,-8.0,8.3,5.2,-14.0,5.0,-10.5,-37.8,0.5,-11.7
CCC1(C2=CCCCC2)C(=O)NC(=S)N=C1N (stereo not drawn),14.4,-2.4,-8.3,-6.8,-6.0,8.4,-1.1,19.0,2.3,2.2,-50.8
CC1=NN(C(=O)c2ccc(Cn3nc(C)c(Br)c3C)cc2)C(O)(C(F)(F)F)C1 (stereo not drawn),4.1,8.7,2.8,0.8,-16.0,10.8,-22.3,3.3,10.3,0.7,-25.9
Cc1ccc(Cl)cc1N1CCN(C(=O)Cc2cn(C)c3ccccc23)CC1,-2.8,5.8,-6.5,14.1,24.0,11.4,12.9,16.7,-7.1,7.7,-17.1
CCCC(C)C(=O)Nc1cc([N+](=O)[O-])ccc1F (stereo not drawn),8.7,-9.7,-4.2,-3.0,9.1,-4.8,-10.1,-9.5,1.7,6.4,7.3
COc1ccc(N2CCN(C(=O)c3ccc(S(=O)(=O)N4CCOCC4)cc3)CC2)cc1,21.6,4.0,1.8,-5.1,21.1,14.2,21.8,-30.7,9.1,4.2,0.6
O=C(Nc1ccccc1Cl)ON=C1c2ccccc2-c2ccccc21,-20.6,16.4,9.9,14.2,11.5,·,32.0,45.1,18.4,8.6,-32.2

# An excerpt; the hit share may differ from the screen's.
